# Compound activity from PubChem BioAssay.
# IL-2 act = activates IL-2 in a cell-based reporter assay; IL-2 activation reporter assay, cell-based qHTS; stimulated with anti-CD3/CD4/CD28 beads; in transgenic mouse T cells; activation, % (series mostly up to about 46 µM); 360,000 tested, 0.065% active; in the data active = activation above about 50%; inconclusive = mostly about 30% to 49%; also: 0% is about no effect
#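 Using fluorescent plate cytometry, EGFP and DsRed are detected in transgenic mouse T cells stimulated 18 h at 37 degrees C with antibody-coated beads after 60 min compound pretreatment.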
# WRN helicase inh = inhibitors of human WRN helicase | Q14191 | WRN helicase unwinding, fluorescent forked duplex, kinetic | Potency, µM (series often up to 114 µM), inactives show at the highest dose activity change, negative = inhibition, usual class: inhibitors | 360,000 tested, 0.46% active | AID 651768; also: potency is read from the fitted curve at half-maximal effect; % is scaled to controls: 0 for no effect and ±100 for the full control effect; nearly all actives have a fitted effect of over 55% in size
# Target sequence (Q14191 whole entry, looked up): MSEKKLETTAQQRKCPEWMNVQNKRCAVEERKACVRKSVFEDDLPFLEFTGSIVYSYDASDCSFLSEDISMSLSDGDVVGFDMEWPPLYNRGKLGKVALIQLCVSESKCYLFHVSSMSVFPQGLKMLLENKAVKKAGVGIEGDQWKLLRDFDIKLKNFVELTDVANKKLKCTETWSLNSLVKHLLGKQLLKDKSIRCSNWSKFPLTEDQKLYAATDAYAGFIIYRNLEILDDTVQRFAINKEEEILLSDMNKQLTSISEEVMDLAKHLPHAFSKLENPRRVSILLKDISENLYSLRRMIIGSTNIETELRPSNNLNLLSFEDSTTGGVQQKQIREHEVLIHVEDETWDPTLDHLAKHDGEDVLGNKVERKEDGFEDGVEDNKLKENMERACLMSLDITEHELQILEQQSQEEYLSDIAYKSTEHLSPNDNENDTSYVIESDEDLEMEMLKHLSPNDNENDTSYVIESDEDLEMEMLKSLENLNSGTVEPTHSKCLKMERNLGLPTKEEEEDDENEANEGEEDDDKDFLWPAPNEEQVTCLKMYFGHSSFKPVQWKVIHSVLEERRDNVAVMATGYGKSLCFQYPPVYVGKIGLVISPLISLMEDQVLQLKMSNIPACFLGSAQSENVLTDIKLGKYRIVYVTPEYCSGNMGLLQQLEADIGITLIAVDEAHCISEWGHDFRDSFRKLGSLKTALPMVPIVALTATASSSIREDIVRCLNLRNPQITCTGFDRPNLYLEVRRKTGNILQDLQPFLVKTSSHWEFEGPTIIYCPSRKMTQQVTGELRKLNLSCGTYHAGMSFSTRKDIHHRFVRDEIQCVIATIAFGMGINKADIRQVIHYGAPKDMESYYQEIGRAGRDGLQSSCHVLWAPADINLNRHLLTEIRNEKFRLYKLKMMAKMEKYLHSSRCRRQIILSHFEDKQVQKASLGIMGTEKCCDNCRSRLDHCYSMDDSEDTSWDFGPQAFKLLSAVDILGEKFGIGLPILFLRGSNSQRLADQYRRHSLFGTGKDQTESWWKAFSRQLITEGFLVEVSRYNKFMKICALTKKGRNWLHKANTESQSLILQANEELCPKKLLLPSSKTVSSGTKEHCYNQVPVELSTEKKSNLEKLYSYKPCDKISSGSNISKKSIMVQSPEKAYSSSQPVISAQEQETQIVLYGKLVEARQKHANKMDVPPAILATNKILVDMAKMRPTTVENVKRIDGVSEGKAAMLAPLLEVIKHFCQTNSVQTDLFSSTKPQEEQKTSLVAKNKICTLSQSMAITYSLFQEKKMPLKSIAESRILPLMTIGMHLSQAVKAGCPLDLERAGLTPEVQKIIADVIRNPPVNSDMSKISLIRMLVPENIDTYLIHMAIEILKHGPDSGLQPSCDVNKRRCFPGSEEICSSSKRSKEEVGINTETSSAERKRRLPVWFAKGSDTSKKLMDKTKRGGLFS
#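 Kinetic fluorescence helicase assay: unwinding of a quenched forked DNA duplex (100 nM final) with 2 mM ATP final raises red fluorescence (525/598 nm). Compounds sat 15 min at room temperature with 20 nM WRN beforehand.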
# PI5P4K alpha inh = PI5P4K alpha (human) kinase inhibition; max response, %; AID 652105; 330,000 tested, 1.2% active; PI5P4Kalpha enzyme, ADP-Glo luminescence, 60 min; stronger effect = lower value; P48426; active = max response of -50% or lower; inconclusive = between -30% and -50%; inactive = -30% or higher; also: value at the top dose of about 77 µM; % is scaled to controls: 0 for no effect and ±100 for the full control effect
#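 Human PI5P4Kalpha with substrate in 0.038 M HEPES pH 7.4, 0.28 mM EGTA, 0.1% CHAPS, 5% DMSO; reaction started with 5 microM ATP (final), 60 min at room temperature. ADP formed read by ADP-Glo luminescence.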
# EPAC1 agonist = EPAC1 (human) agonism; EPAC1 agonist qHTS, biochemical assay; response scale: 100% = response to 6.5 mM cAMP; Potency, µM (titrated, usually from 154 µM), for inactives: at the top dose activation, usual class: activators; 360,000 tested, 0.073% active; AID 720707; also: potency is read from the fitted curve at half-maximal effect; nearly all actives have a fitted effect of over 60% in size
#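 Read-out is the fluorescence drop as BODIPY-GDP leaves Rap1B (480 nm excitation, 540 nm emission), recorded every 5 minutes over 30 minutes. Reactions held 100 nM EPAC1, 250 nM Rap1B–BODIPY-GDP and 50 uM GDP, with 6.5 mM cAMP setting full activation.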
# EPAC1 antag = EPAC1 (human) antagonism | O95398 | EPAC1 GEF assay, Rap1b-BODIPY-GDP exchange fluorescence | Potency, µM (series often up to 115 µM), for inactives: top-dose activity change, negative = inhibition, actives largely listed as inhibitors | 360,000 tested, 0.14% active;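 also: potency is read from the fitted curve at half-maximal effect; plate controls were vehicle for no effect and positive control for full effect; nearly all actives have a fitted effect of over 50% in size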
# PLK1 PBD block = inhibitors of human PLK1 polo-box domain binding; Plk1 PBD binding of FITC phosphopeptide, fluorescence polarization; Potency, µM, for inactives: max response, negative = inhibition, actives largely listed as inhibitors; 360,000 tested, 2.8% active; also: potency is read from the fitted curve at half-maximal effect; series mostly up to about 57 µM; % is scaled to controls: 0 for no effect and ±100 for the full control effect; nearly all actives have a fitted effect of over 65% in size
# EPAC2 agonist = activates human EPAC2 exchange factor. EPAC2 activation, biochemical qHTS; response scale: 100% = 6.5 mM cAMP response. Potency, µM (top dose mostly 154 µM), inactives show top-dose activation, actives largely listed as activators. 360,000 tested, 0.079% active; also: potency is read from the fitted curve at half-maximal effect; nearly all actives have a fitted effect of over 50% in size
#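 Each well held 100 nM EPAC2, 250 nM RAP1B-BODIPY-GDP and 50 uM GDP. Fluorescence, read at 5-min intervals to 30 min, was referenced to a 6.5 mM cAMP positive control.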
# CCT modulator = changes cytosolic chaperonin activity | activity change, % (concentration not given with the values), hits read low | 360,000 tested, 0.3% active | purified chaperonin ATPase assay, HTRF ADP detection, 30 min; in the data active = activity change below about -30%; also: % is scaled to controls: 0 for no effect and ±100 for the full control effect
#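 TRiC (40 or 20 nM final, by batch activity) in 30 mM Tris pH 7.4, 100 mM KCl, 5 mM MgCl2, 1 mM DTT was treated with compound at 76 uM single dose, then 10 uM ATP, 30 min at 37 °C. ADP was read by HTRF Transcreener.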
# An asterisk follows results filed as active; ? = inconclusive; nt = not tested or not shown; & = joins results of further samples; [ ] = dose if it differs, or a comment. Unless noted, calls follow the shape of the dose curve; as a rule, active = well fitted curve in the direction sought with a large enough effect; inconclusive = small, poorly fitted or top-dose-only effect, or another doubt; inactive = no such curve, though single readings can be large; an effect the other way counts as inactive or inconclusive. Some of the compounds tested. The share of hits here may be higher or lower than overall.
smiles	IL-2 act	WRN helicase inh	PI5P4K alpha inh	EPAC1 agonist	EPAC1 antag	PLK1 PBD block	EPAC2 agonist	CCT modulator
CCc1nc2ccc(C(=O)N3CCN(C(=O)c4ccco4)CC3)cn2c1N(CCC(C)C)CCN(C)C	-0.9	5%	-1	17%	-5%	-17%	10%	1.6
Cc1ccc(-c2nn3c(C)nnc3s2)cc1NC(=O)c1ccc(-c2cccc(Cl)c2)o1	1.0	50µM*	-53*	?	-4%	?	8%	0.4
Cc1ccc2nsnc2c1S(=O)(=O)NCc1ccc2c(c1)OCO2	1.0	1%	nt	23%	?	-1%	11%	1.0
CCOc1ccc(OCCSc2nc(N)cc(=O)[nH]2)cc1	-2.4	-1%	1	9%	8%	-2%	8%	-2.2
O=c1c2c(nc3n1CCS3)c1cc(F)ccc1n2Cc1cc(=O)n2cc(Cl)ccc2n1	-0.5	2%	-13	1%	8%	-17%	-10%	-0.9
Cc1ccc(S(=O)(=O)N2CCN(CC(O)CN3CCOCC3)CC2)cc1 (stereo not drawn)	-0.4	-4%	-1	7%	-7%	-20%	11%	-0.4
COc1ccc2c(c1O)-c1ccccc1CCN(C)C2	0.2	2%	10	-5%	-8%	-2%	5%	1.3
O=C(Nc1cccc(Oc2ccccc2)c1)C1Cc2c(-c3ccc4c(c3)OCO4)ccnc2O1 (stereo not drawn)	0.5	-7%	0	14%	0%	-1%	7%	-1.4
Cc1ccc(N=Cc2c(O)n(-c3ccc4c(c3)OCO4)c(=O)c3ccccc23)cc1	-3.4	-34%	-12	-7%	-11%	2%	5%	-1.7
COc1cccc(CNC(=O)[C@@H]2CCCN2C(=O)[C@@H]2CCCN2C(=O)OC(C)(C)C)c1	0.8	2%	3	2%	19%	2%	3%	0.7
CCOc1cc(/C=N\NC(=O)c2ccc(NC(=O)C(C)(C)C)cc2)ccc1OC(=O)c1ccc(C)cc1	0.3	10%	15	10%	3%	-8%	-14%	-2.3
O=C1CCCN2N=C(SCC(=O)Nc3ccc(F)cc3F)SC2=N1	-0.4	-7%	-8	2%	2%	-6%	11%	1.6
Cc1csc(NC(=O)C2=COCCO2)n1	-1.8	-3%	-5	5%	10%	-4%	-2%	-0.6
COc1ccccc1NC(=S)NNC(=O)c1ccccc1	-2.0	-3%	-1	-5%	-13%	-10%	6%	2.1
CCCn1c(=O)c2sccc2n2c(CCCC(=O)NCc3cccnc3)nnc12	-0.5	7%	1	9%	-3%	-17%	-5%	-2.8
CCc1ccc(NC(=O)CC2C(=O)N(c3ccc(OC)cc3)C(=O)N2CCOC)cc1 (stereo not drawn)	1.5	1%	-4	6%	9%	3%	-2%	-0.9
CCOC(=O)c1ccc(NC(=O)CSc2nnc(CNC(=O)c3c(F)cccc3Cl)o2)cc1	1.5	-3%	5	1%	0%	-2%	-6%	-0.6
O=C(COC(=O)c1cccnc1Cl)NCc1cccs1	-0.5	0%	-4	-5%	-10%	-5%	2%	-1.8
CN(Cc1ccccc1)C(=O)c1ccccc1C(=O)OCC(=O)N(Cc1ccccc1)C(C)(C)C	-0.1	-1%	-3	1%	-14%	-3%	6%	0.1
c1cncc(-c2noc(CC3CCCCC3)n2)c1	-2.9	-8%	1	3%	8%	-7%	2%	-2.1
COc1ccc(NC(=O)CSCC(=O)Oc2c(OC)cccc2OC)cc1	1.6	-24%	0	-10%	0%	-7%	1%	-1.3
COc1cc(NS(=O)(=O)c2ccc(NC(=O)COc3ccc(C)cc3C)cc2)nc(OC)n1	-0.3	-6%	nt	1%	13%	-13%	-4%	-0.6
O=C(NCC(=O)N1CCc2ccccc2C1)c1ccc(Cl)cc1Cl	0.0	0%	-1	3%	2%	0%	-1%	-0.3
O=C(NCc1ccco1)C1(c2ccc(Cl)cc2)CCCC1	1.3	-7%	nt	6%	0%	-13%	0%	-1.3
Cc1cc(C)nc(Nc2ccccc2F)n1	0.0	-33%	-7	3%	-6%	-10%	7%	-1.7
C=CCN(c1ccccc1)S(=O)(=O)c1cccc(C(=O)NNC(=O)c2ccccc2O)c1	-1.1	-24%	-56*	6%	?	-7%	10%	0.1
COc1ccccc1CCC(=O)Nc1cccc(S(=O)(=O)N2CCOCC2)c1	-0.9	-5%	-5	2%	-8%	13%	5%	0.5
CC(C1SC(=S)NC1=O)C1SC(=S)NC1=O (stereo not drawn)	-1.7	?	-78*	-17%	?	2.1µM*	6%	0.5
CC1CCCN(c2nc(N(C)c3ccccc3)nc(N)c2[N+](=O)[O-])C1 (stereo not drawn)	-0.9	-7%	12	3%	?	-4%	1%	-3.1
CCOC(=O)c1c(S(=O)(=O)N2CCCC(C(=O)Nc3cccc(C)n3)C2)c(C)n(C)c1C (stereo not drawn)	0.6	-4%	-2	-13%	-6%	-7%	13%	1.1
CCCCCN(C(=O)CCC(=O)OCCOc1cccc(C)c1)c1c(N)n(CCCC)c(=O)[nH]c1=O	-0.5	4%	-10	-17%	-8%	-7%	-28%	-1.6
Cc1c(N=CN2CCOCC2)c(=O)n(C)c(=O)n1C	-2.6	-23%	2	-8%	-21%	-8%	-5%	-0.1
COc1ccc(NC(=O)CCn2c(=S)[nH]c3ccccc3c2=O)cc1Cl	0.7	-7%	-2	-13%	13%	7%	4%	0.9
COc1cc2c(cc1OC)CN(C(=O)c1cccc(S(=O)(=O)N3CCc4ccccc43)c1)CC2	-4.3	2%	-3	16%	-24%	-7%	3%	-3.2
C=CCNC(=S)NNC(=O)c1ccccc1	-1.9	2%	0	4%	-3%	-14%	3%	-0.4
CCN(CCNC(=O)C1CC(=O)N(CCc2ccccc2)C1)c1ccccc1 (stereo not drawn)	-0.6	5%	-5	7%	7%	-11%	3%	-15
CCOc1ccc(-c2cc(C)n3nc(C(N)=O)cc3n2)cc1	-3.2	?	?	-7%	-12%	-20%	6%	-5.7
Cc1ccc(-c2noc(-c3ccccc3C(=O)NCC3CCCO3)n2)cc1 (stereo not drawn)	3.2	1%	2	-2%	-15%	-3%	-5%	-4.1
COc1ccccc1-n1c(SCC(=O)Nc2cc(C)on2)nc2c([nH]c3ccccc32)c1=O	0.4	-13%	-5	12%	-12%	0%	2%	-1.3
Cc1cc(/C=N/Nc2ccc([N+](=O)[O-])cn2)c(C)n1-c1cccc(C(=O)O)c1	0.5	?	?	-2%	?	?	0%	-1.8
CCOC(=O)C1=C(C)Nc2ccccc2N=C1NC(=O)C(c1ccccc1)c1ccccc1	-2.1	-9%	9	14%	-19%	19%	7%	2.1
CN1CCN(C2=NC(=O)/C(=C/c3cn[nH]c3-c3ccccc3)S2)CC1	1.0	-5%	1	6%	-22%	-4%	4%	0.3
O=C(O)c1ccc(Nc2ncnc3scc(-c4ccccc4)c23)cc1	1.3	-5%	4	-6%	-26%	-16%	3%	-0.7
C/C(=N/NC(=O)c1ccoc1C)c1ccc(N2CCOCC2)cc1	-2.3	-6%	-8	2%	-20%	-4%	1%	-3.7
CC(=O)c1ccc([N+](=O)[O-])c(CS(=O)(=O)c2ccc(Cl)cc2)c1	-2.7	2%	3	1%	3%	-6%	0%	0.0
Cn1nnnc1SCC(=O)Nc1ccc(Cl)cn1	-3.1	4%	3	4%	-18%	-3%	6%	-2.7
COc1cccc(-c2nc(NCc3ccccc3)c3ccccc3n2)c1O	-0.4	-7%[57.1 µM]	-4	6%	-28%	-9%	0%	0.0
CCc1nnc(NC(=O)CSCc2cc(=O)n3cc(C)sc3n2)s1	-0.3	9%	-1	9%	12%	-3%	-5%	-2.9
Fc1ccc(-c2ccc3c(c2)C2CC3CCN2Cc2ccc3c(c2)OCO3)cc1 (stereo not drawn)	-0.5	3%	1	-4%	-1%	5%	-5%	-2.3
CCCCn1c(=NC(=O)c2cccnc2)c(C(=O)OCC)cc2c(=O)n3ccccc3nc21	-1.9	5%	3	3%	?	?	-11%	-1.5
CC(C)COP(=O)(c1ccc(N(C)C)cc1)C(O)c1ccc(N(C)C)cc1 (stereo not drawn)	-1.4	1%	-5	2%	-6%	5%	4%	-2.9
Cc1ccc(-c2csc(NC(=O)C[n+]3cc(-c4ccccc4)n4c3CCC4)n2)cc1	-0.5	2%	1	4%	4%	-8%	4%	0.8
COc1cc(OC)cc(C(=O)NNC(=O)c2ccccn2)c1	-2.3	-21%[57.1 µM]	6	2%	-32%	-16%	1%	2.1
Cc1nc(CSc2nnc(Nc3cccc(C)c3C)s2)cs1	-1.9	-4%	-1	-4%	1%	-6%	-3%	2.4
CCCCCNC(=O)N[C@H](C(=O)O)C(C)C	-0.6	1%	6	0%	-9%	-7%	-1%	-3.5
COc1ccc(OC)c(NC(=O)C2CCCN(S(=O)(=O)c3cccc4nonc34)C2)c1 (stereo not drawn)	0.2	-1%	nt	1%	19%	4%&-5%	-5%	-6.4
N#CCCN(NC1=NS(=O)(=O)c2ccccc21)C(=O)c1ccccc1Br	-0.3	11%	2	6%	-11%	-10%	-2%	1.6
CCOc1ccccc1C(=O)Nc1ccc(S(=O)(=O)N2CCOCC2)cc1	1.2	-7%	2	4%	-15%	2%	7%	-3.0
Nc1nc(-c2cccnc2)nn1C(=O)COc1ccccc1	1.2	0%	6	6%	-29%	0%	0%	-1.4
CCOC(=O)N1CCN(Cc2cccs2)CC1	-1.7	5%	nt	1%	0%	-1%	-1%	-1.7
C=CCc1cccc2cc(C(=O)NNC(=O)c3ccncc3)c(=O)oc12	0.4	-13%	-14	6%	25%	?	6%	-0.1
COc1ccc(CC2NCCC3(O)CCCCC23)cc1 (stereo not drawn)	2.8	-1%	2	3%	3%	-5%	0%	0.6
